Compound activity as filed in PubChem BioAssay.
D1 potentiator: Potentiators of Human D1 Dopamine Receptor: qHTS; 360,000 tested, 0.036% active; D(1A) dopamine receptor (Homo sapiens), P21728; HEK293 TREx D1 cells, calcium flux, dopamine EC20 potentiation; potentiation, % at 10 µM; in the data active = potentiation above about 30%; note: 0% is about no effect
Glioma ERSR ind: qHTS for Inducers of the Endoplasmic Reticulum Stress Response (ERSR) in Human Glioma: qHTS; U87-MG GRP78 promoter luciferase reporter, 16 h; Potency, µM, without a hit: at the top dose activation, actives largely listed as activators; 420,000 tested, 0.02% active; AID 602332, 2012; note: potency is the fitted concentration of half-maximal effect; series mostly up to about 76 µM; % of control where 0% means no effect; nearly all actives have a fitted effect of over 35% in size
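Stably transfected U87-MG human glioma cells carrying a GRP78-based luminescent sensor were seeded at 1000 cells/well, pin-dosed with compounds and incubated 16 h. Luciferase reagent was then added, and end-point luminescence was read after 10 min at room temperature.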
D2 PAM: HTS Assay for Positive Allosteric Modulators of the Human D2 Dopamine Receptor: Primary Screen for Potentiators | HEK293 T-REx D2, calcium flux, EC20 dopamine potentiation | potentiation, % at 10 µM | 340,000 tested, 0.34% active;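 active = potentiation over 3 SD above the plate norm, cut at about 30% in these data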; note: 0% is about no effect
Target sequence (P14416 whole entry, looked up): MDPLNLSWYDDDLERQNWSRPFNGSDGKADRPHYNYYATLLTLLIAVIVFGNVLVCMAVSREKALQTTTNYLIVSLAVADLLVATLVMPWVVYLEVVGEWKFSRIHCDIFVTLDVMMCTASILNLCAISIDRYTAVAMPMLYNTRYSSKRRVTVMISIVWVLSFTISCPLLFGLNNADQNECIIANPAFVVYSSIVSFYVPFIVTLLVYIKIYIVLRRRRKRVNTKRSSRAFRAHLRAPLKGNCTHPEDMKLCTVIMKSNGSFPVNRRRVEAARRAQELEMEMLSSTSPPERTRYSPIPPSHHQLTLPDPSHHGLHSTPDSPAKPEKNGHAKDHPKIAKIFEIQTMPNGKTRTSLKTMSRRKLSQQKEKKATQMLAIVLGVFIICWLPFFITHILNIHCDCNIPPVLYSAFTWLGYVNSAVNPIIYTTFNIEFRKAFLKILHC
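Tetracycline-induced Hek293 Trex D2 cells, force-coupled to calcium, loaded with no-wash calcium dye. Compound added with 180 s kinetic read for agonism, then EC20 dopamine and a further 180 s read for potentiation.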
RXFP1 ag: qHTS Assay for Agonists of the Relaxin Receptor RXFP1 | 370,000 tested, 0.3% active | Potency, µM (doses to about 57.5 µM), for the others: at the highest dose activation, usual class: activators | HEK293T-RXFP1 cAMP TR-FRET, 30 min; response scale: percent of porcine relaxin response, buffer zero; note: potency is the fitted concentration of half-maximal effect; % is set by controls: 0 for no effect and ±100 for the full control effect; nearly all actives have a fitted effect of over 60% in size; many of its hits are not listed in these tables
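cAMP rise read by TR-FRET after 30 min, 37C compound exposure (up to 58 uM) in RXFP1-transfected HEK293 cells with Ro 20174 present. EC50 from Hill-equation fits, with 29 nM porcine relaxin as 100% and buffer as basal.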
Vif-APOBEC3F blk: qHTS for Inhibitors of Vif-A3F Interactions: qHTS; 390,000 tested, 0.2% active; HeLa A3F-eYFP + Vif (tagged APOBEC3F with the HIV-1 protein that degrades it), YFP fluorescence increase; Potency, µM (highest dose often 46.1 µM), for the others: top-dose activity, negative = active; note: potency is the fitted concentration of half-maximal effect; % of control where 0% means no effect; nearly all actives have a fitted effect of over 65% in size
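HeLa cells stably expressing Vif plus C-terminally eYFP-tagged A3F were seeded, incubated overnight at 37 deg C, dosed with compound, incubated overnight again at 37 deg C. Yellow fluorescence (Ex 488/Em 500-530) reported blocked Vif-mediated A3F-eYFP degradation.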
RXFP1 antag: qHTS Assay for Antagonists of the Relaxin Receptor RXFP1. HEK293-RXFP1, relaxin-stimulated cAMP HTRF, 30 min; stronger effect = lower value. activity change, negative = inhibition, % at 57.5 µM. 350,000 tested, 0.59% active. AID 1259400, 2018;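 active = activity change of -60% or lower, but not beyond a set lower limit; inconclusive = change between -60% and -40%, or beyond the set limit; inactive = change above -40%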; note: % is set by controls: 0 for no effect and ±100 for the full control effect
Vif-APOBEC3G blk: qHTS for Inhibitors of Vif-A3G Interactions: qHTS; HeLa A3G-eYFP + Vif (tagged APOBEC3G with the HIV-1 protein that degrades it), YFP fluorescence, overnight; Potency, µM (titrated, usually from 46.1 µM), for the others: at the top dose activity, negative = active, hits mostly inhibitors; 410,000 tested, 0.076% active; AID 602310, 2012;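 note: potency is the fitted concentration of half-maximal effect; % is set by controls: 0 for no effect and ±100 for the full control effect; nearly all actives have a fitted effect of over 60% in size; hits raise eYFP signal because A3G escapes Vif-driven loss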
Target sequence (Q9HC16 whole entry, looked up): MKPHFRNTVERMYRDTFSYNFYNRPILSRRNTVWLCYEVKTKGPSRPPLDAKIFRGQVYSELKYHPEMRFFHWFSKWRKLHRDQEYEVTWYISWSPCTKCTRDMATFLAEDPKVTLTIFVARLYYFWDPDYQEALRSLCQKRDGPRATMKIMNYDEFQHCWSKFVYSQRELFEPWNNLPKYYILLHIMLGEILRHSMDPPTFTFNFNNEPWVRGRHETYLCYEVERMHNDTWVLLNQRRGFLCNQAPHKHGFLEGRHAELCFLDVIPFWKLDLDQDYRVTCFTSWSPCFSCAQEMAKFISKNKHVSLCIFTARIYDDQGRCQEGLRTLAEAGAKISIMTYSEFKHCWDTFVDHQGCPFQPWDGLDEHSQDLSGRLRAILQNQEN
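Read-out is eYFP fluorescence (Ex 488/Em 500-530) from Vif-expressing HeLa A3G-eYFP cells; more signal means A3G escaped Vif-mediated degradation. Cells plated overnight, compound pinned in, incubated overnight at 37 deg C.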
D1 antag: Antagonist of Human D 1 Dopamine Receptor: qHTS. activity change, negative = inhibition, % at 10 µM. 360,000 tested, 3.2% active. HEK293 TREx D1 cells, calcium flux, dopamine EC80; stronger effect = lower value; in the data active = activity change below about -30%; note: % is set by controls: 0 for no effect and ±100 for the full control effect
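After overnight tetracycline induction at 30 C, force-coupled D1 HEK293 cells took up a no-wash calcium dye at room temperature. Compounds were added and monitored 180 s, and the response to EC80 dopamine was then recorded.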
D1 ag: Allosteric Agonists of the Human D1 Dopamine Receptor: qHTS; activation, % at 2 µM; 360,000 tested, 1% active; HEK293 T-REx D1 cells, calcium flux, agonist mode; in the data active = activation above about 30%; note: 0% is about no effect
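Inducible HEK293 T-REx D1 cells, force-coupled to calcium signalling, were plated at 4000 cells/well with tetracycline and held overnight at 30 C. After no-wash calcium dye loading, compound-evoked calcium rise over 180 s flagged agonists.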
* hit, by the source's call; ? = inconclusive; . = no result given. Unless noted, calls come from the whole dose curve; as a rule, active = well fitted curve in the direction sought with a large enough effect; inconclusive = small, poorly fitted or top-dose-only effect, or another doubt; inactive = no such curve, though single readings can be large; an effect the other way counts as inactive or inconclusive.

[1] COC(=O)C(NC(C)=O)(Nc1nc2c(s1)CCCC2)C(F)(F)F (configuration not stated)
[2] Cc1ccc(C)c2c1CCC(=Cc1ccccc1[N+](=O)[O-])C2=O
[3] COc1ccccc1CCNC(=O)C(=O)Nc1cc2c3c(c1)CC(=O)N3CCC2
[4] O=C(Nc1ccc(Cl)cc1)Nc1ccccc1CC[N+](=O)[O-]
[5] CCCCn1c(SCC(=O)Nc2sc3c(c2C(N)=O)CCC3)nnc1-c1ccccc1
[6] CCC(c1ccccc1)c1nnc(NC(=O)c2ccco2)s1 (configuration not stated)
[7] O=C(NCCCN1CCCC1)c1ccc(CS(=O)(=O)c2ccc(Br)cc2)o1
[8] COc1ccc([N+](=O)[O-])cc1NC(=O)COC(=O)c1ccccc1C(=O)c1ccccc1

Assay by compound	1	2	3	4	5	6	7	8
Vif-APOBEC3F blk	3%	-1%	1%	2%	-4%	-2%	2%	-18%
Vif-APOBEC3G blk	1%	0%	1%	1%	0%	0%	-1%	-1%
Glioma ERSR ind	-5%	-3%	-4%	3%	0%	0%	-6%	-5%
D1 ag	2	.	0	35*	.	1	5	6
D1 antag	0	.	17	-39*	.	-3	6	-7
D1 potentiator	-1	.	-4	-8	.	-5	.	3
RXFP1 ag	0.9%	.	-1.1%	-1.9%	.	1.5%	3.2%	1.0%
RXFP1 antag	-3	-2	-6	-14	-17	0	5	.
D2 PAM	0	.	10	8	.	0	13	-13

[9] Cc1noc(C)c1S(=O)(=O)N(C)C[C@@H]1OCc2cnnn2CCCC(=O)N([C@@H](C)CO)C[C@H]1C
[10] Cc1ccc2[nH]c(=O)c(C(c3nnnn3CC3CCCO3)N3CCCc4ccccc43)cc2c1 (configuration not stated)
[11] Cc1cccc(NC(=O)Cc2nc(-c3c[nH]c(C(=O)N4CCCC4)c3)cs2)c1
[12] Cc1cccc(CN(C(=S)Nc2c(C)cccc2C)c2cccnc2)c1
[13] O=C1NC(=S)N/C1=C/c1cccc([N+](=O)[O-])c1
[14] Cc1[nH]c(C)c(S(=O)(=O)NCCc2ccc(S(N)(=O)=O)cc2)c1C(=O)N1CCCC1
[15] Cc1ccc(CNC(=O)CCC(=O)n2ncc3cc(C)ccc32)cc1
[16] CCn1c(=O)c(C(=O)CN2CCN(Cc3ccc4c(c3)OCO4)CC2)c(N)n(Cc2ccccc2)c1=O

Assay by compound	9	10	11	12	13	14	15	16
Vif-APOBEC3F blk	-20%	-13%	-9%	-5%	0%	3%	1%	-21%
Vif-APOBEC3G blk	1%	4%	1%	0%	-10%	-2%	-1%	-11%
Glioma ERSR ind	-3%	-7%	-2%	-2%	-3%	5%	-4%	-3%
D1 ag	.	1	1	7	1	2	1	3
D1 antag	.	23	-2	-33*	-15	-3	-1	25
D1 potentiator	.	5	-5	-6	2	5	1	-4
RXFP1 ag	.	-0.1%	-1.0%	1.2%	-0.1%	-1.4%	1.8%	-0.9%
RXFP1 antag	3	8	-30	-10	-13	4	0	-10
D2 PAM	.	13	0	-9	4	-13	2	-14

[17] COc1ccc(N(CC(=O)Nc2cccnc2)S(=O)(=O)c2ccccc2)cc1Cl
[18] Cc1nn(C(C)(C)C)c(NC(=O)c2ccccc2)c1C#N
[19] C=CC#CC1(O)CC(C)N(C)CC1C (configuration not stated)
[20] CCOC(=O)c1ccc2ncc(C(=O)OCC)c(Nc3ccc(C)c(Br)c3)c2c1
[21] O=C(CN(Cc1ccccc1)S(=O)(=O)c1ccc(S(=O)(=O)N2CCOCC2)cc1)Nc1ccccc1
[22] CCCNC(=O)c1n[nH]c2c1CC(C(C)(C)CC)CC2 (configuration not stated)
[23] CC1=NN(C(N)=S)C(=O)C1N=Nc1ccccc1O (configuration not stated)
[24] CC(=O)N1/C(=C/c2ccc(N(C)C)cc2)C(=O)c2ccccc21

Assay by compound	17	18	19	20	21	22	23	24
Vif-APOBEC3F blk	1%	5%	4%	-1%	-3%	5%	3%	?
Vif-APOBEC3G blk	-3%	0%	3%	0%	-7%	-5%	-1%	?
Glioma ERSR ind	-4%	-3%	-2%	-2%	1%	1%	10%	?
D1 ag	8	1	1	1	1	5	11	4
D1 antag	5	-16	-5	6	-3	5	10	-8
D1 potentiator	2	10	-1	1	-5	1	-3	-3
RXFP1 ag	3.1%	0.0%	-2.0%	3.8%	0.7%	-0.8%	-1.1%	5.6%
RXFP1 antag	-5	8	-2	.	15	.	-3	-22
D2 PAM	-21	1	7	4	-5	-3	4	.

[25] CCOC(=O)C1=NNC(C(=O)c2ccccc2)C1c1ccc(C)cc1 (configuration not stated)
[26] CCCn1c(N)c(C(=O)CSc2n[nH]c(-c3ccccc3F)n2)c(=O)n(C)c1=O
[27] COC(=O)c1ccc(NN=Nc2ccc(C)cc2)cc1
[28] CCCC(=O)N1CCN(c2ccc(NC(=O)c3ccc(OCC)c([N+](=O)[O-])c3)cc2)CC1
[29] CCCCn1c(SCC(=O)N(C)C)nnc1-c1ccncc1
[30] Cc1nn(CC(=O)Nc2nnc(CC(=O)N3CCCC3)s2)c(=O)c2ccccc12
[31] COc1ccc(NC(=O)c2nnn(Cc3ccc(Br)cc3F)c2N)c(OC)c1
[32] CCOc1ccc(N2C(=O)c3cccnc3C2Nc2ccc(Cl)cc2)cc1 (configuration not stated)

Assay by compound	25	26	27	28	29	30	31	32
Vif-APOBEC3F blk	-15%	13%	-1%	1%	-8%	3%	-7%	-2%
Vif-APOBEC3G blk	-2%	1%	1%	3%	-3%	1%	4%	1%
Glioma ERSR ind	-2%	-2%	-5%	-2%	-4%	-4%	-5%	0%
D1 ag	2	4	1	1	1	1	34*	0
D1 antag	2	3	-1	-4	2	-4	25	1
D1 potentiator	-8	.	-5	2	-4	4	11	-4
RXFP1 ag	-1.7%	2.5%	0.1%	0.4%	0.0%	-0.8%	5.8%	-1.3%
RXFP1 antag	0	-2	.	.	-4	11	.	-5
D2 PAM	6	9	-4	14	7	0	5	18

Entries of single compounds, quoted from the list. Screens in order: Vif-APOBEC3F blk	Vif-APOBEC3G blk	Glioma ERSR ind	D1 ag	D1 antag	D1 potentiator	RXFP1 ag	RXFP1 antag	D2 PAM
O=C(CN(Cc1ccccc1)S(=O)(=O)c1ccc(S(=O)(=O)N2CCOCC2)cc1)Nc1ccccc1 is listed as -3%	-7%	1%	1	-3	-5	0.7%	15	-5
CCCn1c(N)c(C(=O)CSc2n[nH]c(-c3ccccc3F)n2)c(=O)n(C)c1=O is listed as 13%	1%	-2%	4	3	.	2.5%	-2	9
Cc1nn(C(C)(C)C)c(NC(=O)c2ccccc2)c1C#N is listed as 5%	0%	-3%	1	-16	10	0.0%	8	1
COC(=O)C(NC(C)=O)(Nc1nc2c(s1)CCCC2)C(F)(F)F (configuration not stated) is listed as 3%	1%	-5%	2	0	-1	0.9%	-3	0
CCCCn1c(SCC(=O)Nc2sc3c(c2C(N)=O)CCC3)nnc1-c1ccccc1 is listed as -4%	0%	0%	.	.	.	.	-17	.

(further entries)
[33] CCC(CC)C(=O)Nc1cccc(-c2cn3cccnc3n2)c1
[34] O=C(c1ccc2c(Cl)c3c(nc2c1)CCCC3)N1CCN(c2ccccc2)CC1
[35] CC(C)(C)CN1C(N)=NC[C@@H]1Cc1ccc(O)cc1
[36] C/C=C/c1ccc(OCC(=O)OCC(=O)NC2CC2)c(OC)c1
[37] Cc1cc(NC(=O)CSc2nnc(-c3ccncc3)n2Cc2ccccc2)n(-c2ccccc2)n1
[38] O=C(CCCOc1ccc(Cl)cc1Cl)NCCc1nnc2ccccn12
[39] CCOC(=O)c1c(CN2CCNCC2)nc2ccc(Cl)cc2c1-c1ccccc1
[40] COc1cccc(C(=O)N2N=C(c3ccccc3)CC2(O)C(F)(F)F)c1 (configuration not stated)

Assay by compound	33	34	35	36	37	38	39	40
Vif-APOBEC3F blk	0%	-1%	5%	-24%	0%	-10%	-14%	4%
Vif-APOBEC3G blk	-4%	5%	3%	-7%	0%	-9%	2%	-7%
Glioma ERSR ind	1%	-3%	1%	1%	-3%	2%	-7%	2%
D1 ag	3	3	2	-3	3	1	.	1
D1 antag	-34*	-1	-45*	14	0	33	.	-7
D1 potentiator	4	3	0	1	0	-6	.	-1
RXFP1 ag	12%	-0.1%	-0.7%	0.0%	3.2%	0.8%	.	1.4%
RXFP1 antag	15	.	.	5	-2	10	?	-3
D2 PAM	5	10	-5	8	5	9	.	-2

[41] COc1ccc(C)cc1NC(=O)C(OC(=O)c1ccc([N+](=O)[O-])o1)c1ccccc1 (configuration not stated)
[42] COc1ccc(N2CCN(C(=O)CSc3nc(-c4ccccc4)no3)CC2)cc1
[43] Cc1ccc(OC(=O)c2ccc(Br)o2)cc1
[44] CCCN(CCC)C(=S)NC(=O)c1ccc(Cl)cc1Cl

Assay by compound	41	42	43	44
Vif-APOBEC3F blk	0%	1%	0%	-10%
Vif-APOBEC3G blk	-1%	2%	2%	-4%
Glioma ERSR ind	-2%	-3%	-2%	11%
D1 ag	0	1	102*	0
D1 antag	-48*	-1	-48*	-7
D1 potentiator	0	-2	4	-2
RXFP1 ag	0.8%	-0.9%	0.1%	-0.3%
RXFP1 antag	-13	-6	-13	9
D2 PAM	-3	-1	-3	3

The list is partial. The share of hits here may be higher or lower than overall.
